From PubChem BioAssay
CHO parental Ca: counter-screen for OX1R antagonists: effect in parental CHO cells; parental CHO-K1, ATP-induced calcium, Fluo-8 fluorescence; 330,000 compounds, 0.63% hits; inhibition, % at 5.6 µM;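 active = inhibition above that plate's mean sample inhibition plus 3 SD, cut at about 26% in these data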;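 also: 0% = ATP-challenged DMSO wells and 100% = DMSO wells without ATP; some compounds past the cut are filed as inactive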
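Material: Parental CHO cells | Reagent: ATP | Compound dosing: Single nominal dose of 5.6 µM per compound | Detection: Intracellular calcium via Fluo-8 no-wash fluorescent dye | Read-out: % inhibition of ATP-induced calcium mobilization | Benchmarks: Low control ATP plus DMSO, high control DMSO only | Replicates: Singlicate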
CHO-K1 Ca antag: nonselective inhibitor or artifact in parental CHO-K1 cells; ATP-induced calcium, Fluo-8 fluorescence; inhibition, % at 3 µM; 360,000 compounds, 0.6% hits; AID 602250;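 active = inhibition above a per-plate cutoff, the plate's mean sample inhibition plus 3 SD, cut at about 24% in these data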;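 also: 0% = DMSO plus EC80 ATP and 100% = DMSO alone without ATP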
M1 PAM parental: nonselective activator or artifact in parental CHO-K1 calcium assay; ATP EC20, Fluo-8 calcium fluorescence; 0% at ATP EC20, 100% at ATP max; activation, % at 3 µM; 360,000 compounds, 0.02% hits; AID 602247;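 active = activation above the run cutoff, the mean activation of all test compounds plus 3 SD, cut at about 40% in these data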;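 also: peak over basal fluorescence ratio in a 140 s read after ATP addition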
V1aR counter: activates human V1a receptor in oxytocin agonist counter-screen; CHO-V1R cells, Fluo-8 calcium fluorescence, agonist mode; 0% DMSO, 100% 3 nM vasopressin; activation, % at 3 µM; 320,000 compounds, 0.25% hits; P37288;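 active = activation above the mean activation of all tested compounds plus 3 SD, per screening run, cut at about 20% in these data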;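 also: signal is peak over basal fluorescence ratio across a 100 second FLIPR read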
OXTR potentiator: potentiates the human oxytocin receptor response; P30559; CHO-OTR cells, Fluo-8 calcium fluorescence, potentiator mode; 0% = oxytocin EC15, 100% = EC100; activation, % at 3 µM; 320,000 compounds, 0.061% hits;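 active = activation above that plate's cutoff, the mean activation of tested compounds plus 3 SD, cut at about 6.6% in these data, passing the limit was not always enough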;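 also: 100% uses oxytocin at 75 nM as the full agonist control; some results filed as inactive read as strong as hits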
Target sequence (P30559 whole entry, looked up): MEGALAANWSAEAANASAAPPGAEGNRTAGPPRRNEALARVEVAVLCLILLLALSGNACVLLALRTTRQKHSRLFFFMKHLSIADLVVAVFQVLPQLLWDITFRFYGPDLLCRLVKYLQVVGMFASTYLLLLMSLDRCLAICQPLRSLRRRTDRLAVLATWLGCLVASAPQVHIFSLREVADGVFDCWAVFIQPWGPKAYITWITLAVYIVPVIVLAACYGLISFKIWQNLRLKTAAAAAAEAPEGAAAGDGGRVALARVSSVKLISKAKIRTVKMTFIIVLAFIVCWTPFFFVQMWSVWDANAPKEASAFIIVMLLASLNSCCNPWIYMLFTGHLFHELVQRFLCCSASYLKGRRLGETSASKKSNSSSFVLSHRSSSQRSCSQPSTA
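System: human OTR in CHO cells / Also added: sub-maximal oxytocin, roughly EC15 / Control set: EC15 oxytocin low, 75 nM oxytocin high / Schedule: 6 min compound pre-incubation at room temperature, 100 s kinetic read / Compound: single-point 3.0 µM / Replication: singlicate / Technique: Fluo-8 calcium dye fluorescence / Read-out basis: % activation of max/min ratio relative to oxytocin controls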
TAAR1 ag: agonists of human TAAR1; CHO RD-HGA16 TAAR1, Fluo-8 calcium fluorescence; vehicle wells 0%, saturating PEA agonist 100%; activation, % at 3 µM; 360,000 compounds, 0.99% hits; AID 624467;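 active = activation above the mean activation of all test compounds in the run plus 3 SD, cut at about 38% in these data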
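test system = CHO RD-HGA16 cells carrying human TAAR1 plus Gα16 | schedule = 17-24 h seeding, 75 min 37 °C dye, 30 min RT | compound dosing = 3 µM single concentration | control set = DMSO and PEA EC100 | replicates = n 1 | signal = Fluo-8 fluorescence, 5 s baseline then 140 s kinetic read | measure = percent activation vs PEA EC100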
CHRM1 agonist: activates human CHRM1 receptor. activation, % at 3 µM. CHO-K1 hM1, Fluo-8 calcium fluorescence, agonist mode; 0% DMSO, 100% acetylcholine EC100. AID 588814. P11229. 360,000 compounds, 0.33% hits;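 active = activation above the run's mean compound activation plus 3 SD, cut at about 16% in these data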;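 also: peak over basal fluorescence ratio within a 140 s kinetic read after compound addition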
Target sequence (P11229 whole entry, looked up): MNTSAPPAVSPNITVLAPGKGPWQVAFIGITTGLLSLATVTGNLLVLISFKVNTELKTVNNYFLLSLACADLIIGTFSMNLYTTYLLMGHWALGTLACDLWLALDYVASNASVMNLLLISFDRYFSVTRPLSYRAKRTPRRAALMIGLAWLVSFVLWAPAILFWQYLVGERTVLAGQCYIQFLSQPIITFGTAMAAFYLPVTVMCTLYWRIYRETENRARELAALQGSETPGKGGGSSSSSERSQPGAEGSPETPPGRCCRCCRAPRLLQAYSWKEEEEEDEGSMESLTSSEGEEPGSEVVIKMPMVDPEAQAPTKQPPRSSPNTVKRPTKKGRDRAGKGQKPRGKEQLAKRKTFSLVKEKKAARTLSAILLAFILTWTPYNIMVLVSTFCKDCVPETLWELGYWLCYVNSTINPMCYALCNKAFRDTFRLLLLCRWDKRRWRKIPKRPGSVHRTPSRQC
TAAR1 antag: human TAAR1 antagonism. CHO RD-HGA16 TAAR1, Fluo-8 calcium fluorescence, antagonist. inhibition, % at 3 µM. 360,000 compounds, 1.5% hits. Q96RJ0;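 active = inhibition above a per-plate cutoff, the mean inhibition of test compounds on that plate plus 3 SD, cut at about 49% in these data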;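 also: 0% = DMSO plus EC80 beta-PEA response and 100% = DMSO alone without agonist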
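Test system: RD-HGA16 CHO cells with stable hTAAR1 and Gα16 / Probe or stimulus: EC80 β-phenethylamine stimulus / Times: seeding 17-24 h prior, 75-min 37 °C, 30-min RT dye loading / Detection: Fluo-8 calcium-sensitive fluorescence / Read-out basis: % inhibition scaled between DMSO and EC80 PEA controls / Repeats: singlicate, one well per test compound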
M1 ag parental: counter-screen for M1 agonists: effect in parental CHO-K1 cells. Fluo-8 calcium fluorescence; scaled to maximal ATP response, vehicle zero. activation, % at 3 µM. 360,000 compounds, 0.48% hits. AID 602248; in the data active = activation above about 15%;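 also: untransfected CHO-K1 host cells lacking M1 receptor as counterscreen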
Numbers without * were called inactive; / = no result given.

No.	mol	CHO parental Ca	CHO-K1 Ca antag	M1 PAM parental	V1aR counter	OXTR potentiator	TAAR1 ag	CHRM1 agonist	TAAR1 antag	M1 ag parental
1	O=C(OCc1cn(-c2ccc(Cl)c(Cl)c2)nn1)c1ccccc1Cl	-13	-22	27	0.2	-4	6	-6	11	0.7
2	COC(=O)CSC(C)C(=O)Nc1nnc(C(C)C)s1 (configuration not stated)	-5	-4	8	0.6	-2	5	-12	1	0.5
3	CCCNC(=S)N1CCC(n2cnc3ccccc32)CC1	-2	-19	20	-0.4	-18	2	-2	1	1.4
4	O=C(Nc1nc(-c2ccc3c(c2)OCCO3)cs1)C1CCCC1	-26	-14	13	-0.4	-2	5	-5	3	2.2
5	CCc1cccc(CC)c1NC(=O)c1cccc(N)c1	-9	-5	14	0.1	0	11	-1	-5	0.3
6	Cc1cc(C)nc(/N=C(\N)Nc2ccc(SC(F)F)cc2)n1	18	15	-18	28*	-10	102*	19*	95*	30*
7	Cc1ccc(S(=O)(=O)N2CCCCC2)cc1C(=O)N(C)CC(=O)Nc1cccc(F)c1	-22	6	-4	1.0	-6	2	0	0	1.9
8	CCOC(=O)c1ccc(NC(=O)c2cc3c(s2)CCC3)cc1	-7	-22	24	3.2	-7	0	-3	-47	3.1
9	COc1ccc(CCNc2oc(-c3ccc(OC)c(OC)c3)nc2P(=O)(OC)OC)cc1OC	-10	-4	6	2.0	-2	3	-5	-2	0.8
10	OC[C@H]1O[C@H](c2nc(-c3nc(-c4cccc(-n5cccc5)c4)no3)cs2)C[C@@H]1O	/	0	4	/	/	11	1	36	6.3
11	CCCN=Cc1c(CCC)[nH]n(-c2nc3ccccc3s2)c1=O	-11	1	14	0.2	-3	11	-1	7	0.4
12	CN(C)S(=O)(=O)N(CC(=O)N1CCN(c2ccccc2)CC1)c1ccccc1	-22	-6	10	0.7	-15	0	-6	-3	0.7
13	COc1ccc2[nH]c(C)c(CCN3C(=O)OC(C)(C)C3(C)O)c2c1 (configuration not stated)	2	4	13	-0.1	-4	-1	8	-3	0.9
14	O=C1c2cccc3cccc(c23)C(=O)N1c1ccncc1	-15	-2	-3	3.4	-5	0	-3	-4	0.2
15	O=C(NCc1ccncc1)c1cc(C(=O)C2CC2)c[nH]1	8	16	-17	0.7	8	6	-2	20	-0.2
16	NC(=O)c1oc2ccccc2c1NC(=O)c1ccccc1	-12	16	-7	0.4	-5	12	-1	13	0.9
17	COC(=O)[C@@]1(C)[C@H]2C(=O)N(C)C(=O)[C@H]2[C@H]2CN=C(SCc3ccccc3)N21	-21	-5	2	/	/	6	-2	-10	0.4
18	C=CCn1c(SCC(N)=O)nnc1-c1cccc(Br)c1	-15	8	7	0.2	-10	0	1	-3	-0.6
19	O=C(NCC(c1ccco1)N1CCCC1)c1ccc(-n2cccn2)cc1 (configuration not stated)	-9	-7	8	-0.1	-2	3	-6	-25	0.5
20	CC1(C)c2ssc(=S)c2-c2ccccc2N1C(=O)c1ccco1	-15	-6	8	-1.0	-3	12	-5	0	0.1
21	O=C(Cn1nnc2ccccc21)OCC(=O)c1ccccc1	13	15	0	0.0	-7	5	-3	14	0.0
22	COC(=O)c1c(NC(=S)Nc2ccc(CC(=O)O)cc2)sc(C)c1C	-9	-2	-1	-0.8	-4	1	-7	7	0.1
23	CCN(CC)C(=O)C1CCCN(C(=O)c2cc(COc3cccc(OC)c3)on2)C1 (configuration not stated)	-11	-5	5	2.5	-10	1	1	-17	4.4
24	O=C(NCCC(=O)N1CCN(c2ccc(F)cc2)CC1)c1ccco1	/	-7	-8	/	/	1	-3	-5	0.2
25	Cc1cccc(NNC(N)=S)c1C	-10	-17	13	1.3	-14	6	-4	0	0.8
26	O=C(Nc1nc(-c2ccccc2)cs1)c1ccc2c(=O)n3c(nc2c1)CCCCC3	15	5	8	6.0	-15	15	-1	59*	8.5
27	COc1ccccc1C(=O)Nc1ccnn1C1CCN(C/C=C/c2ccc(F)cc2)CC1	-20	-13	0	2.1	-10	5	-1	7	5.6
28	CCOc1ccc2c(c1)ncn2Cc1ccccc1	-1	-7	25	-1.0	-4	10	-10	0	0.5
29	Cn1cc(S(=O)(=O)N2CCOCC2)cc1C(=O)NCCc1ccccc1	-13	14	3	-0.3	-1	/	0	/	2.7
30	Cc1nnc(C)n1/N=C/c1cc(Br)cc(Br)c1O	1	21	-5	0.5	-3	9	-3	13	-0.5
31	Cc1ccc(CNC(=O)C2(C(F)(F)F)C/C(=C\Cc3ccccc3)CCCO2)o1 (configuration not stated)	-19	-10	14	-0.3	-3	/	-9	/	-0.2
32	COc1ccc(OCC(=O)Nc2ccc3c(c2)C(=O)NC3=O)cc1	4	11	-7	1.5	-15	3	2	-12	1.4
33	Cc1cc(C(=O)NC2CCCc3c2cnn3-c2cc(F)cc(F)c2)nn1C (configuration not stated)	-2	-5	1	1.5	0	0	-2	-15	3.5
34	CNC(=S)NNC(=O)c1sc(-c2cc(C)on2)nc1C	-2	-6	11	-0.8	-12	10	-4	13	0.5
35	CC(C)C(NC(=O)c1c(F)cccc1F)C(=O)N1CCN(S(=O)(=O)c2ccc(F)cc2)CC1 (configuration not stated)	-22	-5	16	-0.1	6	1	-4	10	0.6
36	O=C(CN1C(=O)c2ccccc2C1=O)NCC(=O)OCC(=O)c1ccc(Cl)cc1	-13	-2	14	2.3	-9	3	-5	2	1.9
37	CCOC(=O)C1(C)NC(c2ccccc2F)C2C(=O)N(c3cccc(C(C)=O)c3)C(=O)C21 (configuration not stated)	-15	16	-3	-0.9	-11	-1	0	7	0.1
38	CC(C)(C)c1cc(C(=O)NCc2ccccc2)ccn1	-9	-2	-28	4.2	-10	6	3	8	2.5
39	Cc1cc(C)c(C(=O)/C=C/c2cccs2)c(=O)[nH]1	-6	-4	-6	2.1	-9	3	-2	9	3.6
40	CC(C)NC(=O)c1ccc2sc([C@@H]3O[C@H](CO)[C@H](O)[C@H](O)[C@H]3O)nc2c1	/	6	6	/	/	1	-2	-2	0.9
41	CSc1ccc(NC(=O)Nc2ccccc2C(N)=O)cc1	-5	-6	-13	3.4	-9	2	0	5	1.8
42	Cn1c(=NC(=O)c2ccco2)sc2cccc(F)c21	-8	8	-7	-1.0	-5	-1	-7	-19	-0.8
43	CN1CCC(OC(=O)c2ccccc2Cl)CC1	-6	-4	2	1.0	-5	1	-13	-2	0.0
44	CCOC(=O)c1c(-c2cccs2)csc1NC(=O)CC(C)C	-17	-3	6	0.6	-15	8	-4	42	-0.1
45	Cc1ccc(C(=O)N2CCN(Cc3ccc4c(c3)OCO4)CC2)c(Cl)c1	8	-4	13	0.4	-2	-2	-4	3	0.9
46	NC(=O)[C@@H]1CCCN1Cc1nc(-c2ccccc2)no1	-1	-15	13	0.4	-15	2	-5	-25	1.9
47	CCCCN(CCCC)CC(O)COc1ccccc1C(=O)Nc1ccccc1 (configuration not stated)	-15	-8	-13	1.9	0	0	-8	-21	0.8
48	CCOC(=O)C[C@H]1c2ccccc2S(=O)(=O)N1Cc1cc(OC)c(OC)c(OC)c1	-4	-6	15	0.4	-7	10	-2	-3	0.3
49	CCCOc1ccc(C(=O)NCC(c2ccco2)N(C)C)cc1OC (configuration not stated)	2	5	7	0.0	-1	5	-7	-20	1.3
50	Cc1ccc(C(=O)NCC(C)(C)N2CCOCC2)s1	2	-9	12	2.2	-2	9	-4	-16	-0.1
51	CCCC[C@@H]1CCCO[C@@](C(=O)NCc2cc(C)n(C)n2)(C(F)(F)F)C1	-28	-6	7	0.1	-8	3	-6	-2	0.5
52	O=C(CSc1nnc(-c2ccco2)n1Cc1ccco1)NCc1cccs1	-13	-3	14	-0.1	-8	7	-3	7	0.3
53	COCCCNC(=O)C1CCC(CNS(=O)(=O)c2ccc(Cl)cc2)CC1 (configuration not stated)	-8	-13	-5	0.8	5	9	-3	-20	0.9
54	Cc1cccc(C)c1-n1nnnc1C1c2ccccc2C(=O)N1CCCn1ccnc1 (configuration not stated)	/	-4	-4	/	/	0	/	-2	0.0
55	COc1ccc(CN(CC(=O)NCc2ccco2)C(=O)CCC(=O)Nc2ccccn2)cc1	-16	-8	-2	0.8	-10	6	-2	9	0.4
56	COc1ccc(C(C(=O)NC(C)(C)C)N(C(=O)CCC(=O)Nc2cc(C)on2)c2c(C)cccc2C)cc1 (configuration not stated)	-4	-14	13	-0.5	-6	3	-1	-9	1.6
57	COc1ccc(N2CCN(C(=O)COC(=O)CSc3ccccc3)CC2)cc1	/	4	2	/	/	1	-1	-21	3.2
58	CC(=O)Nc1ccc(Cl)c(-c2nc3ncccc3o2)c1	-3	-4	5	0.6	-8	0	-3	5	2.0

Outcome played no part in choosing rows. About 3.3% of those tested had a hit in this group.
